High-throughput results from PubChem.
Abeta rescue = qHTS for compounds that reverse cellular toxicity of Amyloid beta (A-beta) peptide in yeast: Primary Screen | yeast expressing A-beta42, growth rescue, OD600, 48 h; response scale: 0% DMSO, 100% iron-clioquinol control | AID 1347071, 2019 | actives 0.063% (n = 410,000) | Potency, µM (series often up to 46.1 µM), without a hit: at the highest dose growth rescue, actives largely listed as activators; also: potency is read from the fitted curve at half-maximal effect; nearly all actives have a fitted effect of over 55% in size
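Yeast growth medium received pinned compounds, then yeast cells expressing toxic A-beta were added; plates incubated at 30 C for 48 hr. Growth read as absorbance at 600 nm, normalized to DMSO and equimolar FeCl3 plus clioquinol controls.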
D3 ag = qHTS of D3 Dopamine Receptor Agonist: qHTS; AID 652048, 2013; D3R DiscoveRx beta-arrestin cells, luminescence, 90 min; D(3) dopamine receptor (Homo sapiens), P35462; max activation, %; actives 0.58% (n = 410,000); in the data active = max activation above about 30%; also: 0% is about no effect; mostly tested at two doses, the higher about 12 µM
Target sequence (P35462 whole entry, looked up): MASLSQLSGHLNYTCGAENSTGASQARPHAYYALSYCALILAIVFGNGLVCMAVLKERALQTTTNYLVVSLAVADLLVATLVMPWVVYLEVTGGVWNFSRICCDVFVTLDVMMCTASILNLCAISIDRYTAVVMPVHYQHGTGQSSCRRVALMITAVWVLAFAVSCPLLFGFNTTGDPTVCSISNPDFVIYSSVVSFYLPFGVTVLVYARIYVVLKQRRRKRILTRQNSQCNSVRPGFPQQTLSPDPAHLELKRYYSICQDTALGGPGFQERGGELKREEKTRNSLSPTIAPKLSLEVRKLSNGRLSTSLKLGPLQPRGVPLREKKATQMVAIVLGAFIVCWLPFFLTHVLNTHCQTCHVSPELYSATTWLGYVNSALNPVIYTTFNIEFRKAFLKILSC
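Agonist mode: compounds and dopamine controls were applied to plated cells for 90 min at 37 degrees C after an overnight attachment at 1500 cells/well. Luminescent read-out followed 30 - 60 minutes at room temperature with DiscoveRx detection reagent.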
TDP43 rescue = qHTS of TDP-43 Inhibitors. TDP-43 expressing yeast growth rescue, BacTiter-Glo, 24 h. Potency, µM (titrated, usually from 46.1 µM), without a hit: at the top dose growth rescue (activation), hits mostly activators. actives 1.8% (n = 410,000); also: potency is read from the fitted curve at half-maximal effect; % of control where 0% means no effect; nearly all actives have a fitted effect of over 50% in size
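Galactose-induced TDP-43 yeast, OD600=0.02, compound pinned; 24 hr, 30 deg C; BacTiter-Glo luminescence for growth. Inhibitors of TDP-43 toxicity read as activators.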
aSyn yeast inh = qHTS of alpha-syn Inhibitors | AID 652106, 2013 | Yeast expressing alpha-synuclein, growth rescue, BacTiter-Glo, 24 h | Potency, µM (highest dose often 46.1 µM), for inactives: at the top dose growth rescue (activation), hits mostly activators | actives 0.14% (n = 370,000); also: potency is read from the fitted curve at half-maximal effect; % of control where 0% means no effect; nearly all actives have a fitted effect of over 65% in size
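Screening used galactose-induced yeast with toxic alpha-synuclein levels, exposed to compound for 24 hr at 30 deg C. Cell growth, read with BacTiter-Glo luminescence, gave the measured signal.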
EPAC2 ag = qHTS for Agonist of cAMP-regulated guanine nucleotide exchange factor 4 (EPAC2): primary screen; Rap guanine nucleotide exchange factor 4 (Homo sapiens), Q8WZA2; EPAC2 activation, biochemical qHTS; response scale: 100% = 6.5 mM cAMP response; Potency, µM (titrated, usually from 154 µM), inactives show top-dose activation, most hits filed as activators; actives 0.079% (n = 360,000); also: potency is read from the fitted curve at half-maximal effect; nearly all actives have a fitted effect of over 50% in size
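Each well held 100 nM EPAC2, 250 nM RAP1B-BODIPY-GDP and 50 uM GDP. Fluorescence, read at 5-min intervals to 30 min, was referenced to a 6.5 mM cAMP positive control.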
EPAC2 antagonist = qHTS for Antagonist of cAMP-regulated guanine nucleotide exchange factor 2 (EPAC2): primary screen; Rap guanine nucleotide exchange factor 4 (Homo sapiens), Q8WZA2; EPAC2 GEF exchange of Rap1B-BODIPY-GDP, fluorescence; Potency, µM (top dose mostly 114 µM), for inactives: top-dose activity, negative = inhibition, most hits filed as inhibitors; actives 0.18% (n = 360,000); AID 720708, 2013; also: potency is read from the fitted curve at half-maximal effect; % is scaled to controls: 0 for no effect and ±100 for the full control effect; nearly all actives have a fitted effect of over 45% in size; many of its hits are not listed in these tables
FUS yeast rescue = qHTS for Suppressors of FUS Proteinopathy: Primary screen using FUS-linked yeast assay; S. cerevisiae FUS-expressing, growth rescue, OD600, 24 h; Potency, µM (highest dose often 76.6 µM), without a hit: at the highest dose growth rescue (activation), actives largely listed as activators; actives 0.24% (n = 390,000); AID 1347120, 2019;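 also: potency is read from the fitted curve at half-maximal effect; plate controls were DMSO vehicle for no effect and reference control for full effect; nearly all actives have a fitted effect of over 55% in size; some results filed as inactive show a strong effect at the top dose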
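Toxicity suppression screen in FUS-yeast. Cells induced with 2% galactose, starting OD 0.005, treated 24hr at 30C with compounds at multiple final concentrations; growth by OD600.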
D3 antag = qHTS of D3 Dopamine Receptor Antagonist: qHTS; actives 2.5% (n = 360,000); AID 652054, 2013; D3R cells, DiscoveRx beta-arrestin luminescence, antagonist mode; stronger effect = lower value; max response, negative = inhibition, %; in the data active = max response below about -50%; inconclusive = no clear call, values can overlap the other calls; also: % is scaled to controls: 0 for no effect and ±100 for the full control effect; mostly tested at two doses, the higher about 12 µM
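Cells plated overnight at 1500 cells/well, then exposed to library compounds with dopamine controls for 90 minutes at 37 degrees C. DiscoveRx reagent added for 30–60 minutes at room temperature; luminescence read, quantitative HTS format.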
* hit, by the source's call; ? = inconclusive; . = not tested or not shown; & = joins results of further samples; [ ] = remark or other dose. Unless noted, calls follow the shape of the dose curve; as a rule, active = well fitted curve in the direction sought with a large enough effect; inconclusive = small, poorly fitted or top-dose-only effect, or another doubt; inactive = no such curve, though single readings can be large; an effect the other way counts as inactive or inconclusive. An excerpt, so the mix of outcomes need not match the whole.

SMILES	Abeta rescue	D3 ag	TDP43 rescue	aSyn yeast inh	EPAC2 ag	EPAC2 antagonist	FUS yeast rescue	D3 antag
Cc1cccc(CSc2nnc(-c3cccs3)n2Cc2ccco2)c1	-10%	28	13%	9%	17%	-17%	14%	25
CC(=O)OCC(COC(C)=O)OC(C)=O	7%	5&8	-2%	-6%	5%	-9%	-20%	1
O=C(c1cccc(N2C(=O)C3CC=CCC3C2=O)c1)N1CCCc2ccccc21 (stereo not given)	3%	-7	14%	6%	4%	-1%	?	-2
O=c1oc2cc(O)ccc2c2ccccc12	11%	-10	?	10%	6%	-2%	-25%	?
Fc1ccc(C(c2nnnn2C2CCCCC2)N2CCCC2)cc1 (stereo not given)	-12%	-2	2%	-2%	-2%	3%	-32%	-22
Cc1cc(C)c(NC(=O)Cn2c(=O)n(CC(=O)NCc3ccccc3Cl)c(=O)c3sccc32)c(C)c1	-11%	1	-6%	.	.	.	-7%	.
CC1OC(Nc2ccc(OC(F)(F)F)cc2)C(O)C(O)C1O (stereo not given)	1%	-2	7%	0%	4%	-2%	27%	22
FC(F)(F)c1cc(-c2ccco2)nc(N2CCN(c3ccccc3)CC2)n1	16%	15	-11%	6%	5%	-6%	6%	12
O=C(COc1ccc(Br)cc1)OCC(=O)c1ccc[nH]1	7%	6	-8%	-3%	2%	12%	-9%	-11
COCCNC(=O)CNC(=S)N(CCCN1CCOCC1)Cc1cccs1	-4%	-5	-19%	0%	1%	-1%	-5%	1
CSc1ccc(/C=N/N2CCN(Cc3ccccc3Cl)CC2)cc1	-37%[inhibitor]	-6	4%	-1%	-5%	8%	6%	-13
Cc1cccc2c1-c1sc(C(=O)Nc3cccc([N+](=O)[O-])c3C)cc1CO2	0%	-29	-14%	1%	21%	-17%	39%	-17
Cc1ccc(OC(=O)C2CSC3(C)CCC(=O)N23)c(Br)c1 (stereo not given)	13%	1	-11%	-1%	8%	-2%	-2%	3
COC(=O)c1ccc(-n2c(C)cc(/C=N/Nc3nc(C)cc(=O)[nH]3)c2C)cc1	-18%	-14	-20%	2%	-17%	-22%	?	8
O=C(CSc1nc(Cc2ccccc2)nc2ccccc12)Nc1nc2c(s1)CCCC2	22%	2	?	-21%	4%	-4%	32%	-4
CCc1nnc2c3cnn(-c4ccccc4)c3ncn12	-10%	-1	12%	-2%	0%	0%	-6%	2
C=CCn1c(COc2ccc(CC)cc2)nnc1SCC(=O)N(C)C1CCS(=O)(=O)C1 (stereo not given)	22%	0	-14%	0%	-13%	11%	-14%	20
CSc1ccc(/C=C(\C#N)C(=O)NC2CCCCC2)cc1	6%	1	15%	0%	8%	4%	.	-4
COc1cccc(C(=O)Nn2cnnc2)c1OC	-16%	2	9%	3%	3%	2%	-4%	-4
Nc1cc(Cl)ccc1N1C(=O)CCC1=O	0%	3	3%	-1%	4%	12%	-31%	18

The list goes on; it opens with the 4 that closed the last part.
SMILES	Abeta rescue	D3 ag	TDP43 rescue	aSyn yeast inh	EPAC2 ag	EPAC2 antagonist	FUS yeast rescue	D3 antag
C=CCn1c(COc2ccc(CC)cc2)nnc1SCC(=O)N(C)C1CCS(=O)(=O)C1 (stereo not given)	22%	0	-14%	0%	-13%	11%	-14%	20
CSc1ccc(/C=C(\C#N)C(=O)NC2CCCCC2)cc1	6%	1	15%	0%	8%	4%	.	-4
COc1cccc(C(=O)Nn2cnnc2)c1OC	-16%	2	9%	3%	3%	2%	-4%	-4
Nc1cc(Cl)ccc1N1C(=O)CCC1=O	0%	3	3%	-1%	4%	12%	-31%	18
O=S1(=O)CCC(NS(=O)(=O)/C=C/c2ccccc2)C1 (stereo not given)	-14%	1	-9%	0%	8%	13%	34%	6
CCc1c(C(=O)NCc2ccc3c(c2)OCO3)[nH]c(C)c1C(C)=O	-15%	0	13%	.	4%	0%	-2%	-3
CCN(CC(=O)NCc1ccc(Cl)cc1)C(=O)c1ccc2cc(OC)ccc2c1	0%	2	?	5%	-11%	-9%	0%	31
O=C(NCCSSCCNC(=O)c1ccccc1)c1ccccc1	11%	6	9%	4%	3%	-2%	.	15
O=C(CN1C(=O)NC2(CCCCC2)C1=O)Nc1cc(C(F)(F)F)ccc1N1CCOCC1	8%	2	16%	2%	10%	1%	-2%	-22
CCC(=O)Nc1ccccc1-c1nc2ccccc2n(C(C)C(=O)Nc2ccc(OC)cc2)c1=O (stereo not given)	5%	-4	11%	.	.	.	?	.
COc1ccccc1N1CCN(CCCNC(=O)Cn2ncc3c([nH]c4ccccc43)c2=O)CC1	1%&5%	-22&-12	-22%&11%	1%	1%	13%	10%&-1%	-108*
COc1ccc(-n2cnnc2SCC(=O)Nc2cc(S(=O)(=O)N3CCCCC3)ccc2C)cc1	13%	-3	10%	6%	16%	4%	?	-6
C#CCSc1ncc(S(=O)(=O)c2ccccc2)c(=O)[nH]1	-6%	8	-8%	0%	4%	4%	5%	1
O=c1c2c3n(c(=S)nc2[nH]n1-c1ccccc1)CCCCC3	-7%	9	?	-19%	8%	8%	17%	-14
O=C(NCc1ccco1)/C(=C/c1cccnc1)NC(=O)c1ccco1	-5%	8	-20%	-4%	-10%	6%	7%	18
N#CCCN1CCN(S(=O)(=O)c2ccc(C#N)cc2)CC1	-5%[9.22 µM]	-6	10%	-1%	-1%	-2%	-43%	0
S=C(NCc1ccco1)Nc1ccc(Cl)c(Cl)c1	-39%[inhibitor]	-7	?	-55%[inhibitor]	28%	-13%	0%	20
O=c1c2c(nc(NCCO)n1CC1CCCCC1)-c1ccccc1CC21CCCC1	-2%	4	?	11%	3%	-11%	?	-2
Cc1ccc(S(=O)(=O)NC(=NCC(=O)O)c2ccc(F)cc2)cc1	1%	-1	-14%	7%	3%	1%	22%	15
N#C/C(=C\c1cccc([N+](=O)[O-])c1)C(=O)NCC1CCCO1 (stereo not given)	4%	-3	11%	-2%	9%	9%	-32%	-11
CCOC(=O)c1cn(CC(=O)Nc2cccc(Cl)c2C)nn1	10%&15%	3&1	16%&12%	6%	-4%	1%	-13%&-6%	6
COc1ccc(Cl)cc1-n1c(C)cc(C(=O)O)c1C	-15%	-10	23%	-11%	-14%	3%	7%	10
O=c1c2ccccc2[nH]c(=S)n1Cc1cccs1	0%	7	9%	3%	5%	1%	-6%	0
CC(=O)c1sc(N/N=C\c2ccc(N(C)C)cc2)nc1C	-24%	0	13%	-1%	5%	6%	13%	-5
C/C(=N\NC(=O)c1cccc(Br)c1)c1ccccn1	17%	-8	?	?	9%	11%	8%	-53*
O=C(/C=C/c1ccc(OCCCF)cc1)NCc1cccc(Cl)c1	20%	3	16%	2%	-1%	-1%	-13%	23
CC(=O)c1ccc2cc3c(cc2c1)OCO3	0%	0	18%	7%	3%	1%	-12%	9
CC1CCCCC1NC(=O)COC(=O)c1ccc2c(c1)OCCO2 (stereo not given)	13%	10	18%	-6%	4%	-4%	-9%	10
CNC(=O)/C(C#N)=c1\s/c(=C/C(=O)OC)c(=O)n1-c1ccccc1	16%	3	0%	?	5%	-4%	23%	18
CN(C)c1cnn(-c2ccccc2)c(=O)c1Cl	1%	-5	6%	-3%	5%	-4%	.	-23
COc1ccc(CNC(=O)C2CCCN(S(=O)(=O)c3ccc(-n4cnnn4)cc3)C2)cc1 (stereo not given)	-11%	10	-4%	6%	-9%	-5%	2%	7
NS(=O)(=O)c1ccc(CCNC(=O)CCc2ccccc2)cc1	-18%	-1	-4%	0%	-10%	-3%	-8%	12
Cc1cccc(Oc2nc3c(c(=O)n(C)c(=O)n3C)n2C)c1C	-1%	-5	10%	.	.	.	6%	.
Cc1nn(C)c(Oc2cccc(Cl)c2)c1C#N	-11%	-5	?	-1%	3%	1%[57.1 µM]	-34%	-14
CCn1c(SCC(=O)Nc2cc(OC)ccc2OC)nc2c(c1=O)SCC2	-6%	-16	-5%	0%	6%	-1%	.	-16
CCCn1ccc2c(OCC(=O)NCc3ccc(C)cc3)cccc2c1=O	-11%	2	?	.	.	.	15%	.
Cc1cccc2c1cnn2C(=O)CCC(=O)NC1CCCCC1	5%	0	27%	3%	-1%	8%	19%	15
O=C(CN1CCN(c2ccccc2)CC1)Nc1ccc2c(c1)CCC2	-8%	-4	-17%	1%	-7%	2%	12%	-5
CCN1C(=O)C(C)S/C1=N\S(=O)(=O)c1ccc(Cl)s1 (stereo not given)	-2%	4	1%	-1%	7%	7%	-21%	38
O=S(=O)(NCC1CCCO1)c1ccc(-c2ccc(Cl)cc2)cc1 (stereo not given)	-15%	-2	6%[9.22 µM]	-3%	11%	2%	15%	-1
CCN(CC(=O)Nc1ccccc1OC)C(=O)COc1ccc2ccccc2c1	-11%	0	20%	12%	12%	-10%	.	5
O=C(N/N=C/c1ccccn1)c1ccncc1	4%	1	10%	2%	10%	-18%	-23%	12
CCOC(=O)N1CCC(NC(=O)C2CCCN(Cc3nc(-c4cccc(Cl)c4)oc3C)C2)CC1 (stereo not given)	10%	1	0%	7%	-3%	-9%	-11%	20
COc1ccc(CCNC(=O)c2c(O)nc3ccccn3c2=O)cc1OC	-9%	6	-54%[inhibitor]	.	.	.	-6%	.
CCN1C(=O)/C(=C\N2CCN(C(=O)c3ccco3)CC2)SC1=S	-8%	10	2%	5%	2%	4%	-22%	-18
OCC[C@@H]1C[C@H](O)[C@@H](O)[C@]2(OCc3ccccc32)O1	-8%	-11	0%	-3%	7%	-4%	-17%	-9
COCCCn1c(=S)[nH]c2ncccc2c1=O	9%	-2	19%	1%	8%	-1%	1%	13
Cc1cc2c(cc1S(=O)(=O)Nc1cccc(Cl)c1C)OCCN2C	-11%	-9	10%	.	.	.	-9%	.
CCNC(=S)N/N=C/c1cccc(C)c1	17%	0	19%	1%	1%	2%	.	-5
COc1ccc(/C=C2\CCc3ccccc3C2=O)cc1CN1CCOCC1	-4%	2	7%	1%	10%	-10%	5%	0
